Source: PubChem BioAssay (National Center for Advancing Translational Sciences (NCATS))
uPA generation – qHTS for Inhibitors of Cell Surface uPA Generation; Potency, µM (top dose mostly 38.3 µM), for the others: at the highest dose activity change, negative = inhibition, actives largely listed as inhibitors; hit rate 0.31% among 330,000; cell surface uPA generation assay, qHTS; active = well fitted inhibition curve with a large enough effect; inconclusive = small, poorly fitted or top-dose-only effect; inactive = no such curve, though single readings can be large or run the other way; tested in mouse RAW 264.7 cells; note: % is set by controls: 0 for no effect and ±100 for the full control effect; nearly all actives have a fitted effect of over 55% in size
ELG1 genotox – qHTS screen for small molecules that induce genotoxicity in human embryonic kidney (HEK293T) cells expressing luciferase-tagged ELG1; HEK293T ELG1-luciferase reporter, luminescence, 16 h; Potency, µM (top dose mostly 46 µM), inactives show top-dose activity change, positive = activation, actives largely listed as activators; hit rate 1.3% among 330,000; note: % of control where 0% means no effect; nearly all actives have a fitted effect of over 60% in size
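Screening used a luciferase reporter fused to human ELG1 in HEK293T cells. Luminescence was read on a CCD plate imager after 16 hr exposure and 30 min ONE-Glo incubation.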
RORgamma inh – qHTS for inhibitors of ROR gamma transcriptional activity. Drosophila S2 Gal4-RORgamma UAS-luciferase reporter, 20 h. hit rate 5.4% among 310,000. Potency, µM (titrated, usually from 53.6 µM), for inactives: top-dose activity change, negative = inhibition, actives largely listed as inhibitors. Nuclear receptor ROR-gamma (Mus musculus), P51450; note: % is set by controls: 0 for no effect and ±100 for the full control effect; nearly all actives have a fitted effect of over 60% in size
Target sequence (P51450 whole entry, looked up, the tested form may be a part): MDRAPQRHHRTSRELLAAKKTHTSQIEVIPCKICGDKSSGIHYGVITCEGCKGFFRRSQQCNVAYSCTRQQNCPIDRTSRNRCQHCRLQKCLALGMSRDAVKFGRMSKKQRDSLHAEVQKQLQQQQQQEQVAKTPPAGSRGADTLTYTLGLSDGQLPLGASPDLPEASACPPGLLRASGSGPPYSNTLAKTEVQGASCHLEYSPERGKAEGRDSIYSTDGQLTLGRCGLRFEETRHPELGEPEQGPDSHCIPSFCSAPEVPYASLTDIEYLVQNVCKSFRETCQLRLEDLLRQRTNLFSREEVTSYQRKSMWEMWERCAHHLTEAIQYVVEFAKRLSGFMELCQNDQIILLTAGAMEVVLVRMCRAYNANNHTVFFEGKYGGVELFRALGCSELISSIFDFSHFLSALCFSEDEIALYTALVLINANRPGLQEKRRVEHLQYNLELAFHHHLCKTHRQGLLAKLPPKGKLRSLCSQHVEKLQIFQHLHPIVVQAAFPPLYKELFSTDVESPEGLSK
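Read-out: Photinus luciferase luminescence; inhibitors lower reporter signal. Insect Schneider cells with Gal4-ROR gamma fusion under metallothionein promoter, UAS reporter; 700 uM final copper sulfate induction, 20 hr, ambient temperature.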
p53 reactivation – qHTS assay for re-activators of p53 using a Luc reporter. H1299 p53-A138V BP100-luciferase reporter, luminescence, 24 h. hit rate 0.063% among 320,000. Potency, µM (series often up to 92.2 µM), for the others: top-dose activity change, positive = activation, most hits filed as activators; note: % of control where 0% means no effect; nearly all actives have a fitted effect of over 45% in size
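H1299 (p53-null), stable ts p53-A138V + BP100-Luc; 1000 cells/well, Opti-MEM/10% FBS; cpd 4 pt, 1:5; 24 h, 37 deg C, 5% CO2; detection reagent 10 min RT; luminescence.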
NPC1 prom act – qHTS Assay for NPC1 Promoter Activators; hit rate 2.4% among 320,000; Potency, µM (series often up to 9.22 µM), for the others: top-dose activation, actives largely listed as activators; AID 485313, 2010; Huh7 NPC1 promoter luciferase reporter, 24 h;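 note: % of control where 0% means no effect; nearly all actives have a fitted effect of over 60% in size; reporter is driven by a mutant NPC1 promoter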
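NPC1 promoter–luciferase Huh7 cells; 24 h compound; luminescence.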
BRCA1 expr act – qHTS Assay to Identify Small Molecule Activators of BRCA1 Expression | MCF7-BRCA1-FFLuc reporter, luminescence, 48 h; response scale: scaled: vehicle 0%, 10 µM genistein 100% | AID 624202, 2012 | hit rate 1.1% among 380,000 | Potency, µM (titrated, usually from 46.1 µM), without a hit: at the highest dose activation, actives largely listed as activators; note: nearly all actives have a fitted effect of over 80% in size; some results filed as inactive show a strong effect at the top dose
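MCF7 cells carrying a BRCA1-firefly luciferase reporter (2000 cells/well, phenol-red free MEM) were attached for 2 h at 37 °C, then given compounds for 48 h. Luminescence was read 15 min after luciferase reagent; activity normalized to genistein (10 microM) and DMSO.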
VP16 counter – VP16 counterscreen qHTS for inhibitors of ROR gamma transcriptional activity; Drosophila S2 Gal4-VP16 UAS-luciferase, luminescence, 20 h; Potency, µM (titrated, usually from 53.6 µM), for inactives: top-dose activity, negative = inhibition, usual class: inhibitors; hit rate 3.5% among 310,000;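 note: Gal4-VP16 expression switched on by copper sulfate through the metallothionein promoter; % is set by controls: 0 for no effect and ±100 for the full control effect; nearly all actives have a fitted effect of over 50% in size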
MBNL1-CUG inh – qHTS Assay for Inhibitors of MBNL1-poly(CUG) RNA binding; Muscleblind-like protein 1 (Homo sapiens), Q9NR56; TR-FRET MBNL1-His/biotin-(CUG)12 binding, 665/545 ratio; Potency, µM (top dose mostly 57.5 µM), for inactives: at the highest dose activity change, negative = inhibition, usual class: inhibitors; hit rate 0.036% among 280,000; active = well fitted inhibition curve with a large enough effect in the signal ratio, with a control signal flat, not every such curve was filed as active; inconclusive = small, poorly fitted or top-dose-only effect, or effect the other way, or a change in a side signal; inactive = no such curve, though single readings can be large or run the other way; the % refers to the signal ratio; note: % is set by controls: 0 for no effect and ±100 for the full control effect
Target sequence (Q9NR56 whole entry, looked up): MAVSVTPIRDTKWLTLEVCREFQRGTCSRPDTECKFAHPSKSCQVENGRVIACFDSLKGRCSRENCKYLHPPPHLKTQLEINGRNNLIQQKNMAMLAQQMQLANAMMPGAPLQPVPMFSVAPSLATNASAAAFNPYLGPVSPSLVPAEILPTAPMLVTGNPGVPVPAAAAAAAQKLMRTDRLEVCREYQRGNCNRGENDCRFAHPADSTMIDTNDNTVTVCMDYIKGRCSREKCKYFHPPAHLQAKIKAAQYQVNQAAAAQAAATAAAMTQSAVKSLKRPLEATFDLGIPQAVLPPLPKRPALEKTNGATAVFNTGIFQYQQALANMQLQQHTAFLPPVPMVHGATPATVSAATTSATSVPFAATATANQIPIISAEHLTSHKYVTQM
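His-tagged MBNL1 binding to biotinylated (CUG)12 RNA was measured by TR-FRET using terbium anti-His antibody (0.055 ng/ul final) and streptavidin-XL665 (5 nM final). Compounds were titrated 92 nM to 58 uM; 60 min at room temperature.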
Rab9 prom act – qHTS Assay for Rab9 Promoter Activators. Huh7 Rab9 promoter-luciferase reporter, luminescence, 24 h. hit rate 2.8% among 320,000. AID 485297, 2010. Potency, µM (highest dose often 9.22 µM), for the others: at the top dose activation, negative = inhibition, most hits filed as activators; note: % of control where 0% means no effect; nearly all actives have a fitted effect of over 60% in size
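Quantitative HTS format; Huh7 Rab9-luciferase reporter cells (1500/well) receive compound 2 h post-plating, incubate 24 h at 37 °C, then get luciferase reagent for 10 min before luminescence reading.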
FLuc modulator – qHTS profiling assay for firefly luciferase inhibitor/activator using purifed enzyme and Km concentrations of substrates (counterscreen for miR-21 project) | Luciferin 4-monooxygenase (Photinus pyralis), P08659 | purified FLuc, Km substrates, luminescence inhibition | Potency, µM (doses to about 57.5 µM), for inactives: at the top dose activity change, negative = inhibition, actives largely listed as inhibitors | hit rate 6.9% among 360,000;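 note: plate controls were vehicle for no effect and reference inhibitor for full effect; nearly all actives have a fitted effect of over 55% in size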
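Purified P. pyralis luciferase (10nM final) with 10uM D-luciferin and 10uM ATP (Km levels) in 50mM Tris acetate pH 7.5, 10mM Mg acetate, 0.01% Tween-20, 0.05% BSA; qHTS 6-point titration, ~60 µM downward; luminescence read.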
* hit, by the source's call; ? = inconclusive; / = no result given; & = joins results of further samples; [ ] = dose if it differs, or a comment. Unless noted, calls come from the whole dose curve; as a rule, active = well fitted curve in the direction sought with a large enough effect; inconclusive = small, poorly fitted or top-dose-only effect, or another doubt; inactive = no such curve, though single readings can be large; an effect the other way counts as inactive or inconclusive. Potency is the fitted concentration of half-maximal effect. Not a hit list; about 13% have a hit in one of these screens.

SMILES	uPA generation	ELG1 genotox	RORgamma inh	p53 reactivation	NPC1 prom act	BRCA1 expr act	VP16 counter	MBNL1-CUG inh	Rab9 prom act	FLuc modulator
Cc1cccc(-n2cc(CN3CCN(Cc4nccn4C)CC3)c(-c3cccc(F)c3)n2)c1	5.7%	-0.6%	11.2µM*	5.6%	3.1%	68.7%	?	-7.2%	8.0%	26.9µM*
CCN1CCSc2ccc(C(=O)NCc3cccc(F)c3)cc21	12.8%	0.1%	32.0%	/	-0.3%	-0.8%	7.2%	-0.9%	1.2%	1.4%&-14.1%
Cc1nn(C)c(Cl)c1CN1CCC(CO)(CC2CCCCO2)CC1 (stereo unspecified)	-0.6%	1.1%	2.1%	3.5%	-1.7%	-24.9%	4.2%	-17.1%	0.1%	-0.4%
CCSC(=S)Nc1c(C)n(C)n(-c2ccccc2)c1=O	-1.1%	0.9%	14.5%	-1.5%	-11.0%	3.0%	-2.0%[10 µM]	-5.3%	-3.8%	1.8%
COc1ccc(CCn2c(=O)c3cccnc3n(Cc3cccc([N+](=O)[O-])c3)c2=O)cc1OC	2.5%	-8.1%	-2.1%	8.0%	-5.1%	-25.2%	9.2%	-2.9%	6.6%	3.3%
CC(=O)CSc1nnc(-c2ccco2)n1-c1ccccc1	?	-1.8%	8.9%	-3.5%	-4.1%	-13.3%	9.1%	-15.1%	0.4%	0.8%
CCN(Cc1cnn(C)c1)C(=O)c1cc(COc2cc(C)c(Cl)c(C)c2)on1	4.2%	3.9%	27.1%	28.8%	1.4%	0.0%	0.6%	1.2%	19.2%	?
COc1cccc(CN(C)C(=O)CN2C(=O)NC(c3ccccc3)(c3ccccc3)C2=O)c1	-18.7%	0.7%	/	-1.6%	-1.6%	-16.6%	/	/	-12.6%	-9.7%
CC(C)Cc1nnc(NC(=O)CCC(=O)N2CCN(c3ccccc3)CC2)s1	-49.4%	-2.3%	-3.2%	-9.4%	-1.8%	31.7%	-3.4%	-4.3%	0.1%	1.2%
CCC(C)(C)C1CCC2(CC1)NC(=O)N(CC(=O)NCCOc1ccccc1)C2=O (stereo unspecified)	13.6%	0.3%	/	10.2%	-0.7%	-22.8%	/	/	0.8%	0.2%
O=C(CN1C(=O)c2cccc3cccc(c23)C1=O)N1CCCCC1	-1.0%	0.5%	12.0%	0.4%	1.4%	11.8%	-8.0%	/	-4.2%	-0.7%
Cc1nc2sc3c(c2c(=N)n1N)CCCC3	-0.7%	0.0%	-3.1%	3.0%	-7.6%	-10.1%	2.7%	-5.1%	-10.0%	-4.0%
Cc1ccc(/C=C/C(=O)N2CCN(Cc3ccccc3)CC2)o1	-6.2%	2.4%	-35.7%	12.5%	6.4%	1.0%	?	5.1%	3.4%	?
COc1ccc(CN2C3CCC2CC(NC(=O)c2cc(OC)c(OC)c(OC)c2)C3)cc1 (stereo unspecified)	-7.0%	-0.6%	-17.4%[1.91 µM]	/	1.6%	-0.1%	7.6%	-0.1%	2.0%	4.0%
Cc1nn(-c2ccc(F)cc2)c(Cl)c1C(=O)N(C)CC(=O)Nc1cccc(F)c1	1.6%	-6.5%	/	3.4%	-8.0%	-27.0%	/	/	-9.7%	5.5%
N#CCCN/N=C(/Cc1nc2ccccc2[nH]1)c1cccc(Cl)c1	1.5%	0.2%	-17.0%	15.4%	10.8%	-34.2%	6.3%	5.5%	19.0%	?
Cc1ccc(CSCc2nc3ccccc3[nH]2)cc1	5.0%	-2.0%	13.0%	1.8%	10.1%	64.1%	-8.0%	-2.2%	4.4%	?
O=[N+]([O-])c1ccc2[nH]cc(S(=O)(=O)N3CCN(c4cccc(Cl)c4)CC3)c2c1	3.1%	-7.9%	?	1.4%	-2.5%	-48.9%	?	0.8%	-3.8%	2.1%
CCc1ccc2[nH]c(=O)c(CN(CCCN3CCOCC3)C(=O)Nc3ccc(F)cc3)cc2c1	0.2%	-9.9%	-6.3%	-1.4%	-0.2%	-28.1%	-13.9%	-3.4%	-0.1%	0.7%
CCCC(=O)NC(Nc1c(C)n(C)n(-c2ccccc2)c1=O)C(Cl)(Cl)Cl (stereo unspecified)	-1.4%	-1.3%	-9.0%	-0.5%	-4.1%	-0.6%	-2.3%	-10.8%	-4.2%	-11.7%

4 entries out of the list, ordered by heavy-atom count, falling.
SMILES	uPA generation	ELG1 genotox	RORgamma inh	p53 reactivation	NPC1 prom act	BRCA1 expr act	VP16 counter	MBNL1-CUG inh	Rab9 prom act	FLuc modulator
CCC(C)(C)C1CCC2(CC1)NC(=O)N(CC(=O)NCCOc1ccccc1)C2=O (stereo unspecified)	13.6%	0.3%	/	10.2%	-0.7%	-22.8%	/	/	0.8%	0.2%
CCN1CCSc2ccc(C(=O)NCc3cccc(F)c3)cc21	12.8%	0.1%	32.0%	/	-0.3%	-0.8%	7.2%	-0.9%	1.2%	1.4%&-14.1%
CC(=O)CSc1nnc(-c2ccco2)n1-c1ccccc1	?	-1.8%	8.9%	-3.5%	-4.1%	-13.3%	9.1%	-15.1%	0.4%	0.8%
Cc1ccc(CSCc2nc3ccccc3[nH]2)cc1	5.0%	-2.0%	13.0%	1.8%	10.1%	64.1%	-8.0%	-2.2%	4.4%	?

Sorted by value in NPC1 prom act (largest number first): 4 of the compounds above.
structure | uPA generation | p53 reactivation | NPC1 prom act | MBNL1-CUG inh | Rab9 prom act
Cc1cccc(-n2cc(CN3CCN(Cc4nccn4C)CC3)c(-c3cccc(F)c3)n2)c1 | 5.7% | 5.6% | 3.1% | -7.2% | 8.0%
COc1ccc(CN2C3CCC2CC(NC(=O)c2cc(OC)c(OC)c(OC)c2)C3)cc1 (stereo unspecified) | -7.0% | / | 1.6% | -0.1% | 2.0%
CCN(Cc1cnn(C)c1)C(=O)c1cc(COc2cc(C)c(Cl)c(C)c2)on1 | 4.2% | 28.8% | 1.4% | 1.2% | 19.2%
COc1cccc(CN(C)C(=O)CN2C(=O)NC(c3ccccc3)(c3ccccc3)C2=O)c1 | -18.7% | -1.6% | -1.6% | / | -12.6%
